Screening results from PubChem BioAssay.
SRC1 inh – inhibits human SRC1 coactivator; Q15788; HEK293 GAL4-SRC1 luciferase reporter, luminescence; inhibition, % at 3.6 µM; 360,000 compounds, 0.12% hits; AID 588354;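 active means inhibition above the campaign mean plus 3 SD, with each screening campaign given its own cutoff, cut at about 60% in these data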;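 further: 0% = DMSO treated cells and 100% = gossypol at 36 µM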
NCOA3 inh – inhibitors of human steroid receptor coactivator 3 (SRC3). Q9Y6Q9. HEK293 GAL4-SRC3 luciferase reporter, luminescence. inhibition, % at 3.6 µM. 360,000 compounds, 0.17% hits;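 active means inhibition above a per-campaign cutoff, the mean of all compounds plus 3 SD, cut at about 60% in these data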;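 further: 0% = DMSO-treated cells and 100% = gossypol-treated cells at 36 µM; higher means less SRC3-driven luciferase light from the GAL4 reporter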
TLR9-MyD88 block – inhibitors of human TLR9-MyD88 binding; CHO BLA complementation TLR9-MyD88, CCF4 FRET ratio; inhibition, % at 4.98 µM; 340,000 compounds, 0.21% hits;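 active means inhibition above the mean over all tested compounds plus 3 SD, cut at about 21% in these data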;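 further: 0% = DMSO only wells and 100% = clavulanate BLA inhibitor control wells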
Target sequence (Q99836 whole entry, looked up): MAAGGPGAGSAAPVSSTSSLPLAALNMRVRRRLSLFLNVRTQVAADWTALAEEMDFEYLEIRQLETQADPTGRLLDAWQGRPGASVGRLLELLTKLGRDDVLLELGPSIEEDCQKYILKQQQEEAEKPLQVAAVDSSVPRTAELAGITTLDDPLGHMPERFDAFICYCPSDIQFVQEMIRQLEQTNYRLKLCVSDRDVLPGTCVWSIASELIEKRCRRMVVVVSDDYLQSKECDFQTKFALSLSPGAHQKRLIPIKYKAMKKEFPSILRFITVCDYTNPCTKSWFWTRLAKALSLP
Target sequence (Q9NR96 whole entry, looked up): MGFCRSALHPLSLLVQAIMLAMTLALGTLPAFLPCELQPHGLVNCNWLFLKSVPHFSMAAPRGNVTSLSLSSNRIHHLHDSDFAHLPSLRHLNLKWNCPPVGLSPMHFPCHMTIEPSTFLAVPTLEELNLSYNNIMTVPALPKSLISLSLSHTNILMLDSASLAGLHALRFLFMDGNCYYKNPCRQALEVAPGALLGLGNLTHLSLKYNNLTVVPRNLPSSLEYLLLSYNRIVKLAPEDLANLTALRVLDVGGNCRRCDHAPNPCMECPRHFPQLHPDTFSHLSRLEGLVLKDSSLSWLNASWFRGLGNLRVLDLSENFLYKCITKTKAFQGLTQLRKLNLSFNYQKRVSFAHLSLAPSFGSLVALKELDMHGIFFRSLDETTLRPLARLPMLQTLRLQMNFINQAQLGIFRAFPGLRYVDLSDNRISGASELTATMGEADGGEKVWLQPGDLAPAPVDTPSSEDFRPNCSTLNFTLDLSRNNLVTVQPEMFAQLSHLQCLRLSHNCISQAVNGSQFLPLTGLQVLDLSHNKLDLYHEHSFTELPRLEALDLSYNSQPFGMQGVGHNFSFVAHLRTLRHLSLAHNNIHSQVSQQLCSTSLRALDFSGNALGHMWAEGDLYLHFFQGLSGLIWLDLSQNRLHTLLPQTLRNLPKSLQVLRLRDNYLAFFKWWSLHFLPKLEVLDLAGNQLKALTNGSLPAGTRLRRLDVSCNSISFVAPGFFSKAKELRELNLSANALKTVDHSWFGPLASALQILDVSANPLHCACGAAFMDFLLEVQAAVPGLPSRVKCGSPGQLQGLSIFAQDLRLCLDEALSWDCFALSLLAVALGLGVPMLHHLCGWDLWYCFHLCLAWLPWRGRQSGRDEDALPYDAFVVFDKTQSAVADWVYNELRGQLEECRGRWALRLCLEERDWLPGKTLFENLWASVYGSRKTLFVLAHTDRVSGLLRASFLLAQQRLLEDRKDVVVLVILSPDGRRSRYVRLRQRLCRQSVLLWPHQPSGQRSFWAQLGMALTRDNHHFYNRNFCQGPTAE
COUP-TFII inh – NR2F2 (human) inhibition, primary screen. 370,000 compounds, 0.7% hits. P24468. HEK293T NGFI-A luciferase reporter, luminescence. AID 686940. inhibition, % at 8.6 µM;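 active means inhibition above a per-plate cutoff, mean inhibition of test wells between control levels plus 3 SD, cut at about 38% in these data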;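 further: cells cotransfected with COUP-TFII expression vector driving the NGFI-A reporter; 0% = median of COUP-TF2 test wells and 100% = reporter-only cells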
Vif inh – inhibitors of HIV Vif | HEK293T cells, Vif self-association by quenched fluorescence, imaging, 24 h | inhibition, % at 7.49 µM | 340,000 compounds, 0.35% hits | AID 602346; in the data active means inhibition above about 50%, passing the limit was not always enough; further: some results filed as inactive read as strong as hits
NCOA2 inhibitor – inhibits human steroid receptor coactivator 2; inhibition, % at 9 µM; 370,000 compounds, 0.17% hits; Q15596; HEK293 GAL4-SRC2 luciferase reporter, luminescence;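 active means inhibition above the mean inhibition of all tested compounds plus 3 SD, set per campaign, cut at about 52% in these data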;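 further: 0% = DMSO treated cells and 100% = cells given Gossypol at 36 µM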
NOD2-RIPK2 inh – blocks binding of human NOD2 to RIPK2 | CHO BLA complementation NOD2-RIPK2, CCF4 ratio | inhibition, % at 4.98 µM | 360,000 compounds, 0.38% hits | AID 624267; in the data active means inhibition above about 21%;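 further: 0% = vehicle only and 100% = reference blocker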
TROY signal inh – blocks TROY-dependent signaling in reporter cells; Q293 LMP1-TROYcd NF-kB luciferase reporter, 4 h; inhibition, % at 10 µM; 360,000 compounds, 0.98% hits;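 active means compounds whose plate-normalised and pattern-corrected inhibition of the luciferase reporter signal at the single screening dose is 50% or more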
NR5A2 inv ag – inverse agonists of human LRH-1 (NR5A2); O00482; HEK293T StAR-luciferase reporter, LRH-1 transfected, 24 h; inhibition, % at 3.6 µM; 360,000 compounds, 0.13% hits;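 active means inhibition above the mean inhibition of all tested compounds plus 3 SD, cut at about 73% in these data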;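 further: 0% = DMSO wells and 100% = reporter-only cells lacking LRH-1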
TRAIL sens C8 – sensitizes caspase-8 expressing cells to TRAIL. NB7+C8 cells + TRAIL, ATPlite viability luminescence. 360,000 compounds, 1% hits. inhibition (viability loss, TRAIL sensitization), % at 10 µM;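 active means compounds causing at least 50% loss of cell viability in the single-dose screen, relative to plate controls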
LMP1 NFkB inh – Epstein-Barr LMP1 NF-kappaB reporter inhibition; AID 504558; LMP1-induced NF-kappaB luciferase reporter cells, luminescence; inhibition, % at 12.5 µM; 350,000 compounds, 0.69% hits; in the data active means inhibition above about 41%;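 further: 0% = neutral control wells and 100% = reference inhibitor control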
An asterisk follows results filed as active; i = inactive; . = not tested or not shown. This is a subset, so the mix of outcomes need not match the whole.

SMILES	SRC1 inh	NCOA3 inh	TLR9-MyD88 block	COUP-TFII inh	Vif inh	NCOA2 inhibitor	NOD2-RIPK2 inh	TROY signal inh	NR5A2 inv ag	TRAIL sens C8	LMP1 NFkB inh
Cc1ccc2ccccc2c1C(O)c1ncc(-c2cccc(F)c2)[nH]1 (centres undefined)	14	0	.	23	-1	-11	-3	2	-18	17	.
O=c1c(Cc2ccc(F)cc2)c(O)ccn1Cc1ccc(F)cc1	5	3	2	13	-1	-1	12	-10	-1	-4	-8
Cc1cccc(N(CC(=O)NCc2ccc(F)cc2)C(=O)c2ccco2)c1	17	9	6	18	8	-2	2	2	6	10	4
Cc1ccc(C(=O)/C=C/c2ccc3c(c2)OCCO3)c(O)c1	-64	-70	-5	-29	5	-25	9	27	-33	13	-7
O=C(NC(CO)Cc1ccccc1)c1ccccc1 (centres undefined)	-4	3	-11	7	0	22	2	-2	-1	-3	1
COC(=O)c1c(N)n(-c2ccc(NC(C)=O)cc2)c2nc3ccccc3nc12	-4	5	-2	29	-4	-55	2	11	15	-9	25
CCCOC(=O)Nc1ccc(C(N)=O)cc1	-22	-36	-7	-20	27	-24	9	-28	-30	-10	11
O=S1(=O)C=C[C@@H](COCc2ccccc2)N1Cc1ccc(Br)cc1	-7	-5	.	-13	.	11	-11	7	5	-12	.
COc1c(C(=O)NCCSC(C)(C)C)ccc2ccccc12	-13	-10	-7	-10	.	-14	4	-47	-11	-7	-13
Cc1ccc2nc(-c3cccnc3)c(NC3CCCC3)n2c1	2	26	4	0	-6	-15	-9	-4	-10	1	-8
CC1=C(C#N)C(=O)NC(=O)/C1=C\c1ccc(-c2ccc(C)cc2[N+](=O)[O-])o1	-21	1	-3	-20	2	-43	-10	4	-18	-1	1
Cc1ccc(-c2nc3c(Cl)cc(Cl)cc3c(=O)n2O)cc1	-1	-24	5	14	i	-26	-12	6	12	1	21
CCc1cccc(C)c1NC(=O)CC(C)(C)CC(=O)O	1	20	-12	-4	4	-9	5	11	-5	-4	-4
O=C(NCCCn1ccnc1)c1cc(-c2ccc(Br)cc2)on1	-28	-8	-2	2	-3	-11	4	-28	-27	1	18
CC(C)Cc1[nH]c(=O)c(C#N)c2c1CCCC2	-9	3	2	14	8	-10	-13	4	-15	16	2
COCCN(C(=O)COC(=O)CC1CCCCC1)c1c(N)n(Cc2ccccc2)c(=O)[nH]c1=O	-1	16	-10	8	.	-22	-1	14	-6	-30	5
COc1ccc(CC(=O)NCc2nnc(SCC(=O)Nc3ccc(OC)cc3)n2C)cc1	-4	15	-4	-25	-2	0	1	-4	7	0	4
CCOC(=O)c1c(N)sc2c1CCC(CC)C2 (centres undefined)	-25	-2	-8	0	17	-13	-6	-14	11	-9	0
CC(C)[C@@H](N)C(=O)NC[C@H]1O[C@@H](n2cnc3c(N)ncnc32)[C@H](O)[C@@H]1O	-4	7	-5	5	0	5	-7	-11	0	3	1
COc1ccc(-n2nc3ccccc3n2)cc1	-20	-13	6	5	-10	-26	-9	-44	-45	-1	-10
Cc1cc(C)n2nc(SCC(N)=O)nc2n1	-9	5	2	13	3	-53	10	2	-9	-5	4
CCOC(=O)c1[nH]c(=O)[nH]c1CSc1nc(C)cc(C)n1	2	-10	-6	1	18	-12	-1	-6	3	0	-1
Cc1c(NS(=O)(=O)c2ccc3c(c2)OCCO3)cccc1-c1nc2cccnc2s1	-2	17	4	3	-23	9	6	48	-15	15	2
O=C(NCCCN1CCCC1=O)C1CCCO1 (centres undefined)	18	6	2	-17	-1	-37	-2	-35	7	5	2
CCn1cc(CN2CCCC(CNS(=O)(=O)Cc3ccccc3)C2)cn1 (centres undefined)	1	7	-3	-1	-4	-6	0	5	3	-2	2
(cont.)
SMILES	SRC1 inh	NCOA3 inh	TLR9-MyD88 block	COUP-TFII inh	Vif inh	NCOA2 inhibitor	NOD2-RIPK2 inh	TROY signal inh	NR5A2 inv ag	TRAIL sens C8	LMP1 NFkB inh
O=C(COc1ccc(Cl)cc1)NCc1ccc(F)cc1	6	8	-14	-1	-3	3	7	17	-5	-2	6
COc1ccc(C(=O)/C=C/C(=O)N(Cc2ccc(F)cc2)C(C(=O)NC2CCCCC2)c2ccncc2)c(O)c1 (centres undefined)	-2	10	-4	.	-13	.	0	8	-9	11	-10
COc1ccc(CCNC(=O)CS(=O)(=O)c2cn(CC(=O)N3CCOCC3)c3ccccc23)cc1OC	-4	27	5	-15	-6	-9	4	-5	7	-13	-3
O=C(CSc1ncc(C(F)(F)F)cc1Cl)N1CCN(S(=O)(=O)c2ccc(Cl)cc2)CC1	3	17	6	7	-1	-5	3	23	0	-28	-3
COc1ccc(C2C(C#N)=C(/N=C/N3CCN(C)CC3)OC3=C2C(=O)CC(C)(C)C3)cc1OC (centres undefined)	2	-8	4	12	5	-7	0	-21	-10	9	2
c1ccc(C2NCCn3cccc32)cc1 (centres undefined)	-24	5	1	6	-2	-27	4	4	-11	-7	7
CC(=O)Nc1ccc(S(=O)(=O)N2CCN(c3cccc(C)c3C)CC2)cc1	-5	7	7	17	-8	4	7	17	6	7	9
O=C(c1ccco1)N1CCN(S(=O)(=O)c2cccs2)CC1	0	14	-1	11	-7	1	-3	9	-8	-15	-3
C(=N\Nc1ccc(-n2ccnc2)nn1)/c1ccccc1	-7	-10	6	10	1	-7	-2	-12	-10	-13	18
CN(C)c1ccc(C=c2c3ccccc3n3c2c2ccccc2[n+]3C)cc1	13	34	-13	51*	-9	1	-7	23	73*	35	-5
CCn1c(SCC(=O)NCc2ccccc2)nnc1C(CO)NC(=O)c1ccccc1 (centres undefined)	3	7	-7	-5	-8	-15	-6	-18	-2	-13	-2
CCSc1nc2ccccc2n1CC(=O)O	9	16	3	-18	-3	-11	-4	-5	10	-1	0
CCc1nnc(NC(=O)c2cccc(S(=O)(=O)N3CCN(C(C)=O)CC3)c2)s1	0	-13	-5	-7	1	-19	-13	-10	15	-8	3
Cc1ccc(C)c(Nc2c([N+](=O)[O-])cc(C(=O)N3CC(=O)Nc4ccccc43)cc2[N+](=O)[O-])c1	14	18	-7	15	2	10	-2	10	1	18	13
CCNC(=O)N(C(=O)NCC)n1c(C)nnc1C	4	1	-4	-16	13	-36	3	0	7	-2	5
O=c1[nH]c2ccc(Cl)cc2c(-c2ccccc2)c1SC(=S)N1CCOCC1	-6	2	5	6	-6	-32	-2	20	-8	19	4
COc1ccc(/C=N/NC(=O)CCn2cnc(-c3ccccc3)c2-c2ccccc2)cc1OC	-3	16	-2	-14	-4	12	5	34	32	-10	12
CCCCn1c(NCc2ccc3c(c2)OCO3)nc2ccccc21	-14	21	1	4	8	-14	-1	-30	-3	7	-6
COc1ccc(NS(=O)(=O)c2ccc(NC(=O)C(C)(C(F)(F)F)C(F)(F)F)cc2)nn1	6	16	-2	17	-1	-15	-7	-1	-4	-2	2
Cc1csc(=O)n1CC(=O)OCc1nnc(-c2ccc(Cl)cc2)o1	-4	-29	1	14	8	-17	2	-52	-28	-10	12
O=C(Nc1ccc(F)cc1)c1ccc(S(=O)(=O)NCC2CCCO2)cc1 (centres undefined)	-17	24	8	20	-4	19	-6	8	12	14	16
COc1cc(CC(=O)OCC(=O)c2ccc3c(c2)OCCO3)cc(OC)c1OC	6	11	8	-22	22	-1	11	40	17	-12	2
CC(C)C12CN3CC(C(C)C)(CN(C1)C3c1ccc3c(c1)OCO3)C2=O (centres undefined)	12	-1	-7	5	.	26	-8	-27	-7	12	-11
Cc1ccc(C(=O)NCCc2n[nH]c(=S)n2C)cc1	-15	-12	10	1	-2	-19	2	-31	-20	-3	-1
CCOc1ccccc1C(=O)NCCCn1ccnc1	-15	-2	-21	-6	-20	13	-2	0	1	-2	-11

Reprinted at random: 4 records from the list, in no set order.
SMILES	SRC1 inh	NCOA3 inh	TLR9-MyD88 block	COUP-TFII inh	Vif inh	NCOA2 inhibitor	NOD2-RIPK2 inh	TROY signal inh	NR5A2 inv ag	TRAIL sens C8	LMP1 NFkB inh
Cc1ccc(C(=O)NCCc2n[nH]c(=S)n2C)cc1	-15	-12	10	1	-2	-19	2	-31	-20	-3	-1
O=c1[nH]c2ccc(Cl)cc2c(-c2ccccc2)c1SC(=S)N1CCOCC1	-6	2	5	6	-6	-32	-2	20	-8	19	4
O=C(Nc1ccc(F)cc1)c1ccc(S(=O)(=O)NCC2CCCO2)cc1 (centres undefined)	-17	24	8	20	-4	19	-6	8	12	14	16
COc1ccc(C2C(C#N)=C(/N=C/N3CCN(C)CC3)OC3=C2C(=O)CC(C)(C)C3)cc1OC (centres undefined)	2	-8	4	12	5	-7	0	-21	-10	9	2

Following part.
SMILES	SRC1 inh	NCOA3 inh	TLR9-MyD88 block	COUP-TFII inh	Vif inh	NCOA2 inhibitor	NOD2-RIPK2 inh	TROY signal inh	NR5A2 inv ag	TRAIL sens C8	LMP1 NFkB inh
O=C(CN(CC1CCCO1)C(=O)CNS(=O)(=O)c1ccc(F)cc1)NC1CCCCC1 (centres undefined)	-69	0	11	1	21	-3	-1	-12	-3	-10	-2
O=C1CC(C(=O)Nc2cccc3ccccc23)C2(CCCC2)O1 (centres undefined)	-5	-9	7	8	15	6	2	5	13	-8	-6
CCN(CC(=O)Nc1cc(Cl)ccc1C)C(=O)Cn1c(=O)cnc2ccccc21	-7	3	0	12	-5	5	-12	-12	14	-11	5
Cc1cc(C)c2c(c1)C(=O)/C(=C/c1ccc(C(=O)O)cc1)CC2	-38	-54	-2	-2	-11	-24	-8	-14	-16	1	-5
Cc1cc(C)n(CCN(C)C(=O)CCc2nnc(CCC3CCCCC3)o2)n1	-60	-68	2	-23	1	-31	-8	-70	-115	-11	-1
CCCCc1n[nH]c(=S)n1Cc1ccc(C)cc1	3	13	-3	5	-1	14	-1	4	-7	7	0
COc1cccc(NC(=O)c2ccc(NC(=O)C(C)C)cc2)c1	-31	-25	-2	-26	2	-54	-5	-16	-44	7	-11
CN(CCOc1ccc(Cl)cc1)C(=O)C1CCN(C(=O)c2ccc(Cl)cc2)CC1	12	11	-1	12	-3	45	3	0	-1	4	8
COc1ccc(S(=O)(=O)NNC(=O)C23CC4CC(CC(C4)C2)C3)cc1	-30	-8	-6	-4	-6	6	-4	8	-5	-12	6
CCn1c(SCC(=O)NCC2CCCO2)nc2c(c1=O)SCC2 (centres undefined)	-5	4	-10	12	6	-8	-6	-7	2	-2	8
c1ccc2oc(SCc3cn4ccsc4n3)nc2c1	-130	-148	10	-52	-2	-14	3	-19	-151	12	-4
Cc1ccccc1C(=O)NCc1nnc(SCC(=O)N2CCN(c3ccccc3)CC2)n1C	-18	16	-3	-3	3	-15	2	7	27	-6	1
O=C(NCc1ccc2c(c1)OCO2)C1CCN(S(=O)(=O)N2CCCCC2)CC1	-3	6	-5	-23	6	-1	-3	-5	7	-15	1
O=C(CCSc1nc(-c2ccc3c(c2)OCO3)cc(C(F)(F)F)n1)NCc1ccco1	-1	10	-6	8	4	-7	-4	12	18	4	3
CCOC(=O)C1CCCN(C(=O)C2CCN(S(=O)(=O)c3c(C)noc3/C=C/c3ccccc3F)CC2)C1 (centres undefined)	-4	10	-10	15	-2	-12	6	2	8	23	-1
O=C(NCCN1CCCC1)C(c1ccccc1)c1ccccc1	10	-5	-8	17	-8	-30	-1	22	7	-17	-3
COc1ccc(CN(C)CC(O)COC(c2ccc(OC)cc2)c2ccc(OC)cc2)cc1 (centres undefined)	-20	-8	-7	-8	-6	-17	-1	-16	-7	11	-6
